Source: PubChem
RPL19A TOR yeast = alters RPL19A-GFP fluorescence in TOR pathway yeast screen. hit rate 0.3% among 330,000. percent response vs DMSO, % at 10 µM. AID 2025. S. cerevisiae RPL19A-GFP strain, flow cytometry, 3 h; active compounds read low;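 active = percent response vs DMSO below 50%; inconclusive = fewer than 70 events counted for the yeast strain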;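 also: median channel GFP fluorescence of the barcoded RPL19A-GFP strain; ratio of sample median GFP to plate DMSO average so 100% = DMSO; lower means less RPL19A-GFP as with rapamycin TOR inhibition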
proCasp7 act = counter-screen: procaspase-7 (human) activation | hit rate 0.093% among 330,000 | activation, % at 8.5 µM | recombinant procaspase-7, Ac-DEVD-pNA absorbance 405 nm; D23A/D198A/D206A triple mutant, cannot self-cleave; scale: DMSO 0, 5 µM enzyme 100 | P55210;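 active = percent activation above the screen-wide mean plus 3 SD, cut at about 25% in these data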
Target sequence (P55210 whole entry D23A/D198A/D206A): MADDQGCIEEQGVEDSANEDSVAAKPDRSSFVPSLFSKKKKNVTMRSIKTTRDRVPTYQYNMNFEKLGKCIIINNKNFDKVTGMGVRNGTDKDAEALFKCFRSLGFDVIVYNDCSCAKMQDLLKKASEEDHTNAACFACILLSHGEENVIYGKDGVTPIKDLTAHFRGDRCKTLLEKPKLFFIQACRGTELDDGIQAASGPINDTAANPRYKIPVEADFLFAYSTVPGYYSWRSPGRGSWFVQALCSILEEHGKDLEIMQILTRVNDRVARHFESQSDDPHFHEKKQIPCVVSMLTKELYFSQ
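Assay system – Uncleavable procaspase-7 mutant enzyme · Quantity – 2 µM procaspase-7 mutant as dispensed · Times – 1 h preincubation, 2 h reaction · Dosing – single nominal 8.5 µM compound dose, 0.8% DMSO final · Buffer or medium – Zinc-free 50 mM HEPES buffer, pH 7.4, with NaCl and Triton X-100 · Detection – Epi-absorbance of released pNA at 405 nm, two timepoints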
AHR activator = activators of human aryl hydrocarbon receptor. P35869. AHR-responsive luciferase reporter cells, luminescence. activation, % at 5 µM. hit rate 2.5% among 320,000. AID 2796; in the data active = activation above about 47%;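 also: 0% = vehicle wells and 100% = reference agonist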
AGP1 TOR yeast = modulators of TOR pathway AGP1-GFP in S. cerevisiae | S. cerevisiae AGP1-GFP multiplex flow cytometry, 3 h; GFP as percent of DMSO wells | GFP response vs DMSO, % at 10 µM | hit rate 0.02% among 320,000;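 active = GFP response relative to DMSO above a set limit, near screen average plus 3 SD, cut at about 150% in these data; inconclusive = fewer than 70 cells counted for the yeast strain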;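 also: median GFP channel fluorescence of the gated AGP1 strain per well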
LAP4-GFP MLPCN = alters LAP4-GFP fluorescence in TOR pathway yeast screen; S. cerevisiae LAP4-GFP multiplex, flow cytometry GFP, 3 h; median GFP as percent of DMSO wells; GFP response vs DMSO, % at 10 µM; hit rate 0.34% among 320,000;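 active = GFP response vs DMSO above a set limit, about the screen mean plus 3 SD, cut at about 150% in these data; inconclusive = under 70 cell events counted for the yeast strain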
proCasp3 act = activators of human procaspase-3; activation, % at 8.5 µM; recombinant procaspase-3 D3A, Ac-DEVD-pNA absorbance 405 nm; AID 463141; hit rate 0.11% among 330,000; P42574;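 active = activation above the mean of all tested compounds plus 3 SD, cut at about 21% in these data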;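 also: 0% = DMSO alone and 100% = DMSO wells spiked with extra 5 µM PC-3 D3A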
Target sequence (P42574 whole entry D9A/D28A/D175A): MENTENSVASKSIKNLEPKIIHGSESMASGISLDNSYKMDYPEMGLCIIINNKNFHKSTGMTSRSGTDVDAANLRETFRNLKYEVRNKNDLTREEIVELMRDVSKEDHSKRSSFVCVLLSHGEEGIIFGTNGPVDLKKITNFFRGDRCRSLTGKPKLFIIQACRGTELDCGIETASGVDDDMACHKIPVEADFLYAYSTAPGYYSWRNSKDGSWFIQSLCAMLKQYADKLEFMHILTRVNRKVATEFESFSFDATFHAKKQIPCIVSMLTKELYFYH
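material = Procaspase-3 D3A mutant | probe or stimulus = Ac-DEVD-pNA | compound = single dose, 8.5 µM nominal compound, 0.8% DMSO | timing = 1 h preincubation, 2 h reaction | measured by = 405 nm absorbance of p-nitroaniline, reads at 0 and 120 min | benchmarks = DMSO-only low control, 5 µM PC-3 D3A high control | repeats = singlicate, each compound tested once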
CIT2-GFP yeast = modulators of TOR pathway CIT2-GFP in S. cerevisiae | S. cerevisiae CIT2-GFP strain, flow cytometry, 3 h; 100 means same as DMSO wells | GFP response vs DMSO, % at 10 µM | hit rate 0.065% among 320,000 | AID 2029;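 active = GFP response relative to DMSO above a set limit, near the screen mean plus 3 SD, cut at about 150% in these data; inconclusive = Fewer than 70 cells measured for a yeast strain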;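 also: ratio of well median GFP fluorescence to mean of DMSO wells on the plate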
MEP2 TOR yeast = modulators of TOR pathway MEP2-GFP in S. cerevisiae | hit rate 0.51% among 330,000 | GFP response vs DMSO, % at 10 µM | S. cerevisiae MEP2-GFP strain, flow cytometry GFP, 3 h; 100% = DMSO control level;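 active = GFP response versus DMSO above a set limit, roughly screen mean plus 3 SD, cut at about 180% in these data; inconclusive = fewer than 70 cells counted for a yeast strain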;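 also: median GFP fluorescence of the barcode-gated MEP2-GFP cells per well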
Active calls of the source: *; u = inconclusive; x = no result given; & = joins results of further samples; [ ] = remark or other dose.

SMILES	RPL19A TOR yeast	proCasp7 act	AHR activator	AGP1 TOR yeast	LAP4-GFP MLPCN	proCasp3 act	CIT2-GFP yeast	MEP2 TOR yeast
CCOC(=O)NC(=S)Nc1ccc(C(C)(C)C)cc1	99	-4	3	107	129	0	94	102
CC(=O)Oc1ccc(S(=O)(=O)c2ccc(OC(C)=O)cc2)cc1	95	1	2	89	94	10	94	97
COC(=O)c1ccc(-c2ccc(/C=N/N3C(=O)C4C5C=CC(CC5)C4C3=O)o2)cc1 (configuration not stated)	110	-4	4	110	94	2	99	110
COc1cc(CNCCc2ccc(S(N)(=O)=O)cc2)ccc1OCC(=O)N1CCCCC1	103	10	0	99	91	4	104	99
C=CCn1c(SCC(=O)NCCCC)nc2scc(-c3ccco3)c2c1=O	100	-9	0	106	101	-13	98	107
O=C(CCNS(=O)(=O)c1ccc(Br)s1)Nc1ccc(Cl)cc1	97	-9	0	98	100	-1	101	97
Cc1ccc(-n2c(Cc3ccccc3)nnc2SCC(=O)NNC(=O)Cc2ccccc2)cc1	103	3	1	107	102	3	110	107
Cn1c(=O)c(NC(=O)c2ccccc2)c2n(c1=S)CCCCC2	100	4	8	105	106	1	103	100
COc1ccc(C)cc1NC(=O)CN1C(=O)CSc2ccc(S(=O)(=O)N3CCCC3)cc21	102	4	4	104	110	7	107	108
COC(C(=O)Nc1ccnn1C1CCN(Cc2ccc(Cl)s2)CC1)c1ccccc1 (configuration not stated)	98	5	-2	99	92	1	102	95
Cc1ccc(S(=O)(=O)C2(C(=O)Nc3ccc4c(c3)OCO4)CC2)cc1	95	7	17	96	114	-3	89	90
O=c1cc(O)c2sc(Nc3ccc(Cl)c(F)c3)nc2[nH]1	97	-25	2	97	97	-9	86	96
C#Cc1ccc([C@@H]2C=C(C(=O)NCc3ccccc3)O[C@H](OCc3ccc(CO)cc3)C2)cc1	98	-10	29	88	126	0	110	92
CN(C)C(CNC(=O)c1ccc2[nH]c(=O)c(=O)[nH]c2c1)c1ccco1 (configuration not stated)	92	-15	1	100	97	5	92	96
O=C(NC(=S)NCCN1CCOCC1)c1cccc(Cl)c1	24*[may fluoresce violet]	9	5	u	109[may fluoresce violet]	-3	u	218*[may fluoresce violet]
COc1ccc2nc(NC(=O)CSc3nc(C)cc(=O)[nH]3)sc2c1	105	0	24	102	103	-4	90	101
CN1CCC(=NNC(=O)C(=O)NC(C)(C)C)CC1	97	4	1	96	97	-4	100	101
C=CCn1c(SCC(=O)O)nc2sc(CC)cc2c1=O	100	-7	0	106	101	1	105	98
O=C(N/C(=C/c1cccc([N+](=O)[O-])c1)C(=O)N1CCOCC1)c1ccccc1Br	112	-5	11	116	119	0	122	113
COc1ccc(CC(=O)N[C@@H](CCSC)c2nc3ccccc3[nH]2)cc1	103	4	1	105	99	-1	105	105

Sorted by length of the SMILES (low to high): some entries from above
SMILES	RPL19A TOR yeast	proCasp7 act	AHR activator	AGP1 TOR yeast	LAP4-GFP MLPCN	proCasp3 act	CIT2-GFP yeast	MEP2 TOR yeast
C=CCn1c(SCC(=O)O)nc2sc(CC)cc2c1=O	100	-7	0	106	101	1	105	98
O=C(NC(=S)NCCN1CCOCC1)c1cccc(Cl)c1	24*[may fluoresce violet]	9	5	u	109[may fluoresce violet]	-3	u	218*[may fluoresce violet]
C#Cc1ccc([C@@H]2C=C(C(=O)NCc3ccccc3)O[C@H](OCc3ccc(CO)cc3)C2)cc1	98	-10	29	88	126	0	110	92

Following part:
SMILES	RPL19A TOR yeast	proCasp7 act	AHR activator	AGP1 TOR yeast	LAP4-GFP MLPCN	proCasp3 act	CIT2-GFP yeast	MEP2 TOR yeast
N#Cc1ccc(NC(=O)Nc2ccc(Cl)cc2)cc1	107	2	-10	107	109	-7	110	107
CC(c1nccs1)N(C)C(=O)c1cn(Cc2cccc3ccccc23)nn1 (configuration not stated)	98	-1	3	99	90	-5	102	92
O=C1CSC(c2ccccn2)N1c1ccc(Cl)c(Cl)c1 (configuration not stated)	101	-4	40	103	102	3	93	103
COc1ccc(Nc2nc(C)c3ccccc3n2)cc1	94	3	30	93	105	-13	99	107
O=C(NC1CCCCCCC1)c1cc(F)c(F)cc1Cl	101	7	5	96	94	-4	100	101
CC(/C=C/c1ccc(OCc2ccccc2)cc1)=N\O	103	-5	-5	100	95	2	106	98
Cc1ccc(C(C)(O)CS(=O)(=O)Cc2ccccc2)cc1 (configuration not stated)	103	2	0	104	105	-9	108	108
COCCNc1nnnc2c1sc1nc(N3CCOCC3)c3c(c12)CC(C)(C)OC3	103	6	-1	93	100	1	103	105
Cc1cccc(NC(=O)CNC(=O)Cn2ncc(Cl)c(Cl)c2=O)c1C	104	13	2	100	90	3	112	105
Cc1ccc(-n2cc(CN3CCN(Cc4nccn4C)CC3)c(-c3ccc(F)cc3)n2)cc1	99	2	-3	102	91	0	104	101

Records above shown as hits in MEP2 TOR yeast.
mol,RPL19A TOR yeast,AHR activator,AGP1 TOR yeast,LAP4-GFP MLPCN,proCasp3 act,CIT2-GFP yeast,MEP2 TOR yeast
O=C(NC(=S)NCCN1CCOCC1)c1cccc(Cl)c1,24*[may fluoresce violet],5,u,109[may fluoresce violet],-3,u,218*[may fluoresce violet]

Next part
SMILES	RPL19A TOR yeast	proCasp7 act	AHR activator	AGP1 TOR yeast	LAP4-GFP MLPCN	proCasp3 act	CIT2-GFP yeast	MEP2 TOR yeast
COC(=O)c1ccc(NC2=C(Cl)C(=O)OC2OC(=O)c2ccccc2)cc1 (configuration not stated)	100	-17	0	88	105	-5	97	96
COc1ccc(/C=C/C(=O)NC(CCSC)C(=O)O)cc1 (configuration not stated)	92	-1	0	92	90	-6	96	93
COc1ccccc1CCc1nnc(CCC(=O)NC(C)Cc2cccnc2)o1 (configuration not stated)	114	-2	1	102	94	-4	101	104
CCN(CC)S(=O)(=O)c1cccc(N=NC2=C(O)CCCC2=O)c1	106	-4	1	103	92	-2	109	103
CCN(CC)c1ccc(NC(=O)CSc2nc3ccccc3c(=O)[nH]2)cc1	100	-7	63*	106	98	2	103	105
COc1ccccc1CN(C)C(=O)c1ccccc1SCC(=O)N1CCCC1	95	8	0	103	97	3	99	98
N#CCc1cccnc1Sc1ccc(Cl)cc1	100	1	-2	114	110	-3	98	104
CCc1ccc(CNC(=O)C2CCC(=O)N2C2CCCCC2)cc1 (configuration not stated)	91	-6	2	95	93	14	100	105
CC1(C)CC(=O)C(C=Nc2ccc3c(c2)OCO3)=C(O)C1	97	-7	25	98	100	-1	94	103
CCN1CCN(c2nc3ccccc3n3cnnc23)CC1	101	3	0	105	101	-7	108	103
COc1ccc(CN(Cc2cccn2C)S(=O)(=O)c2ccccc2)cc1	100	-1	1	97	108	2	91	86
Cc1c(C(=O)NC(=S)N(Cc2ccccc2)c2ccccn2)cccc1[N+](=O)[O-]	98	1	-1	102	92	5	100	101
Cn1c(=O)c(=O)n(C)c2cc(S(=O)(=O)N3CCOc4ccccc43)ccc21	104	10	-2	106	90	-9	107	97
CN1C(=O)CSc2ccc(NC(=O)N3CCN(c4ccccn4)CC3)cc21	101	7	3	95	85	0	97	88
Cc1ccc(C(=O)COC(=O)c2cn(-c3ccccc3)nc2-c2ccccc2)cc1[N+](=O)[O-]	105	-3	1	95	93	1	100	102
CSc1nc2c(cc1C#N)CCC2	99	4	-1	106	101	-3	92	100
Cc1c(C(=O)NNC(=O)c2ccncc2)oc2ccc(Br)cc12	97	-6	4	97	110	-1	83	105
O=C(CCS(=O)(=O)c1ccccc1Cl)NCCC1=CCCCC1	87	8	8	98	101	-2	99	135
CSCCC(NC(=O)/C(=C/c1ccc2c(c1)OCO2)NC(=O)c1cccc([N+](=O)[O-])c1)C(=O)O (configuration not stated)	102	7	-2	100	105	-1	98	104
O=c1c2cc(NC(=S)NC3CCCC3)ccc2nc2n1CCCCC2	95	-3	2	101	102	-10	101	96
CC1CCN(Cc2nnnn2CCCC(=O)N(C)C(C)c2ccccn2)CC1 (configuration not stated)	94	0	1	92	84	11	94	94
CCC1=C(OC(=O)N(CC)CC)N2C(=O)OC(=NCC3CC3)[C@]2(C)[C@H]2C1=CC[C@H]1C(=O)NC(=O)[C@H]12	99	1	1	109	98	4	105	105
O=c1c2c3c(sc2n2cnnc2n1-c1ccccc1)N(Cc1ccccc1)CCC3	96	-15	-1	97	89	-2	107	101
COc1ccc(S(=O)(=O)N(C)CC(=O)Nc2ccc(C(F)(F)F)cc2)cc1Cl	98	2	-1	97	102	2	93	97
N#CCC(=O)N1CCN(C(c2ccccc2)c2ccccc2)CC1	103	-3	1	110	111	-16	102	100
S=C(N/N=C/c1ccccc1Cl)Nc1ccccc1	103	10	62*	101	91	2	109	104
Cc1cc(C)n(-c2cccc(CN3CCC(CO)(Cc4ccccc4)CC3)c2)n1	92	1	0	91	90	6	92	87
N#CC(=C=[N-])c1nc2ccccc2nc1-[n+]1ccccc1	99&99	6&-8	3&1	108	103&107	1&-4	100&107	96&100
CCOc1ccc(Nc2cc(C)nc(N3CCOCC3)n2)cc1	101	3	14	103	100	0	104	101
CC1CC(C)CN(CCCNC(=O)c2cc3c(=O)[nH]c4ccccc4c3n2C)C1 (configuration not stated)	105	0	-1	102	99	0	81	104
Cc1ccc(-c2nc3ccccc3[nH]2)s1	98	0	55*	x	130	7	100	103
NC(=O)c1ccccc1	99	-13	2	95	100	-12	93	101

Among those listed so far, these have an aryl thioether with sulfur outside any ring:
SMILES	RPL19A TOR yeast	proCasp7 act	AHR activator	AGP1 TOR yeast	LAP4-GFP MLPCN	proCasp3 act	CIT2-GFP yeast	MEP2 TOR yeast
C=CCn1c(SCC(=O)NCCCC)nc2scc(-c3ccco3)c2c1=O	100	-9	0	106	101	-13	98	107
Cc1ccc(-n2c(Cc3ccccc3)nnc2SCC(=O)NNC(=O)Cc2ccccc2)cc1	103	3	1	107	102	3	110	107
COc1ccc2nc(NC(=O)CSc3nc(C)cc(=O)[nH]3)sc2c1	105	0	24	102	103	-4	90	101
C=CCn1c(SCC(=O)O)nc2sc(CC)cc2c1=O	100	-7	0	106	101	1	105	98
CCN(CC)c1ccc(NC(=O)CSc2nc3ccccc3c(=O)[nH]2)cc1	100	-7	63*	106	98	2	103	105
COc1ccccc1CN(C)C(=O)c1ccccc1SCC(=O)N1CCCC1	95	8	0	103	97	3	99	98
N#CCc1cccnc1Sc1ccc(Cl)cc1	100	1	-2	114	110	-3	98	104
CSc1nc2c(cc1C#N)CCC2	99	4	-1	106	101	-3	92	100
